ATXN2 expr inh = ATXN2 expression inhibition | HEK-293 ATXN2-luciferase reporter, luminescence, 24 h | Potency, µM (titrated, usually from 57 µM), for inactives: at the highest dose activity change, negative = inhibition, hits mostly inhibitors | 360,000 compounds, 0.72% hits | AID 1745845; further: potency means the concentration at half of the fitted maximal effect; on the % scale 0 is the no-effect control and ±100 the full control effect; nearly all actives have a fitted effect of over 55% in size
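qHTS (up to 57 uM final) was run with 24 h compound exposure of reporter cells at 37 °C. Each well was multiplexed: SteadyGlo luminescence measured ATXN2-luciferase expression after a fluorogenic Gly-Phe-AFC viability readout (25 uM final).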
Nrf2 inh = inhibitors of Nrf2 signaling; A549 ARE-Fluc reporter, luciferase luminescence, 18-24 h; Potency, µM (series often up to 46 µM), for inactives: at the top dose activity change, negative = inhibition, usual class: inhibitors; 360,000 compounds, 2.1% hits; further: potency means the concentration at half of the fitted maximal effect; on the % scale 0 is the no-effect control and ±100 the full control effect; nearly all actives have a fitted effect of over 60% in size
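Cells were seeded and rested 2 h, then exposed to compounds for 18-24 h. CellTiter-Fluor was read first as a viability measure. BugLite was added 15 min before the final luminescent read of ARE-luciferase activity in A549 cells.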
IL2 activator = IL-2 activation | IL-2 activation reporter assay, cell-based qHTS; stimulated with anti-CD3/CD4/CD28 beads; in transgenic mouse T cells | activation, % (series mostly up to about 46 µM) | 360,000 compounds, 0.065% hits | AID 652025; in the data active means activation above about 50%; inconclusive means mostly about 30% to 49%; further: 0% is about no effect
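Quantitative HTS in unstimulated transgenic mouse T cells, with memory T cells as non-tolerant control and PMA/ionomycin as tolerance-bypass control. Compound pretreatment lasted 60 minutes before 18 h bead stimulation; EGFP/DsRed fluorescence read.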
EPAC2 agonist = agonists of human EPAC2 (RAPGEF4); Q8WZA2; EPAC2 activation, biochemical qHTS; response scale: 100% = 6.5 mM cAMP response; Potency, µM (series often up to 154 µM), inactives show at the highest dose activation, most hits filed as activators; 360,000 compounds, 0.079% hits; AID 720711; further: potency means the concentration at half of the fitted maximal effect; nearly all actives have a fitted effect of over 50% in size
Target sequence (Q8WZA2 whole entry, looked up): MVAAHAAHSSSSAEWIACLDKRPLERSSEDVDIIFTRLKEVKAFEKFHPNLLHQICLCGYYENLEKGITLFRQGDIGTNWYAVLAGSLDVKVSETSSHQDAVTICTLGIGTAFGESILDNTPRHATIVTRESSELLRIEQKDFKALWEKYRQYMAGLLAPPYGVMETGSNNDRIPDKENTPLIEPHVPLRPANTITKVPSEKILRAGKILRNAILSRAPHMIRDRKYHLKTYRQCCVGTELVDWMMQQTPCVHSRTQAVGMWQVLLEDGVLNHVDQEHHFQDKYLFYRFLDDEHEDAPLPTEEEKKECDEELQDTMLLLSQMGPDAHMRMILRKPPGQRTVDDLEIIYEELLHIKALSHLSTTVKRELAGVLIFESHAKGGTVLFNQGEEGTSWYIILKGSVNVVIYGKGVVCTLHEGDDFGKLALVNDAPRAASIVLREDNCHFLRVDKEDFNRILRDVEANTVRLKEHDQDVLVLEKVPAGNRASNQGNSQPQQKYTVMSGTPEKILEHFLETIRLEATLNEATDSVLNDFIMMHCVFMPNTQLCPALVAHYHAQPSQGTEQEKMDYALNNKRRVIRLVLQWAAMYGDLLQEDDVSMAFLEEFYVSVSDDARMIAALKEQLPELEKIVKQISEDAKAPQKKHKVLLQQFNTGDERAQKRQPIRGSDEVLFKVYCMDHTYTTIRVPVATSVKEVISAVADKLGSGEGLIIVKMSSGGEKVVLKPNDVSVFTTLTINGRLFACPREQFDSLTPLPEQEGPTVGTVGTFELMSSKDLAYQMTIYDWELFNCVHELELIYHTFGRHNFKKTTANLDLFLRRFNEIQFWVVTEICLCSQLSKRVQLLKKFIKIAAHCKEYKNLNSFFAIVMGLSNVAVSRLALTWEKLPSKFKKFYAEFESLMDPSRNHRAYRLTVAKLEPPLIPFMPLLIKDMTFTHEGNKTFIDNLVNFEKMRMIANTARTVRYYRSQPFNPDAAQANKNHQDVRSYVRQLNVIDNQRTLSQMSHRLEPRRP
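Compounds were titrated in qHTS against a Rap1B-BODIPY-GDP (250 nM) complex with EPAC2 (100 nM) and GDP (50 uM). BODIPY-GDP release tracked at 480/540 nm over 30 min at room temperature, normalized to 6.5 mM cAMP.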
TGFb inhibitor = blocks TGF-b signaling. 410,000 compounds, 1.2% hits. AID 588855. HepG2 CAGA-GFP TGF-b/SMAD3 reporter, GFP fluorescence, 18 h; TGF-beta stimulated, 500 pg/mL final. Potency, µM (titrated, usually from 46.1 µM), for the others: at the top dose activity, negative = inhibition, actives largely listed as inhibitors; further: potency means the concentration at half of the fitted maximal effect; on the % scale 0 is the no-effect control and ±100 the full control effect; nearly all actives have a fitted effect of over 65% in size
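HEPG2 CAGA-GFP reporter cells (1000/well, DMEM with 1% FBS) received compounds, then recombinant TGF-beta at 500 pg/mL final for 18 hours at 37 degrees C. Per-cell GFP summed per well was normalised to unstimulated and stimulated DMSO controls before curve fitting.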
A549 tox = counter-screen for Nrf2 inhibitors: cytotoxicity in A549 cells; A549 ARE-Fluc cells, CellTiter-Fluor viability, 18-24 h; Potency, µM (titrated, usually from 46 µM), inactives show top-dose activity change, negative = cytotoxicity, hits mostly inhibitors; 390,000 compounds, 0.16% hits; AID 504648; further: potency means the concentration at half of the fitted maximal effect; on the % scale 0 is the no-effect control and ±100 the full control effect
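A549 ARE_Fluc cells in 5% FBS OPTI-MEM were exposed to compounds in concentration-response for 18-24 h at 37 deg C. Viability was read by CellTiter-Fluor fluorescence (Ex 405/Em 525) after 30 min, before the luciferase read.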
Nrf2 ARE act = activators of Nrf2 (ARE) signaling. Potency, µM (top dose mostly 46.1 µM), for the others: top-dose activation, usual class: activators. 410,000 compounds, 0.31% hits. AREc32 ARE-luciferase reporter (MCF7-derived line), luminescence, 24 h; further: potency means the concentration at half of the fitted maximal effect; % of control where 0% means no effect; nearly all actives have a fitted effect of over 65% in size
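Cells of the AREc32 ARE-luciferase line are plated in OPTI-MEM containing 5% FBS and left overnight at 37 deg C. Compounds are pinned in, incubation continues 24 hr, and firefly luciferase signal is then measured.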
HepG2 viability = kills HepG2 cells in TGF-b inhibitor counter-screen; HepG2 CAGA-GFP viability, ATP luminescence, 18 h; Potency, µM (titrated, usually from 46.1 µM), for inactives: at the highest dose activity change, negative = cytotoxicity, usual class: cytotoxic; 410,000 compounds, 0.76% hits; AID 588856; further: potency means the concentration at half of the fitted maximal effect; some results filed as inactive show a strong effect at the top dose
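CellTiter-Glo luminescence gave cytotoxicity after 18 hours at 37 degrees C. The cells were HepG2 CAGA-GFP in 1% FBS DMEM, stimulated with 500 pg/mL TGF-beta after compound addition. %Activity was normalised to no-cell wells (complete cell-killing) and DMSO (no toxicity), and curves were fitted and classified.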
S2 tox = cell viability loss in ATXN counter-screen. S2 cells (HEK-293 line with an ATXN2-luciferase reporter) viability, CellTiter-Fluor protease fluorescence, 24 h. 400,000 compounds, 0.49% hits. AID 651635. Potency, µM (doses to about 56.7 µM), most hits filed as cytotoxic; further: potency means the concentration at half of the fitted maximal effect; nearly all actives have a fitted effect of over 40% in size
Numbers without * were called inactive; i = inactive; ? = inconclusive; nt = no result given; & = joins results of further samples; [ ] = another dose, or the depositor's remark. Unless noted, the call rests on the fitted dose curve; in most records, active means well fitted curve in the direction sought with a large enough effect; inconclusive means small, poorly fitted or top-dose-only effect, or another doubt; inactive means no such curve, though single readings can be large; an effect the other way counts as inactive or inconclusive.

SMILES	ATXN2 expr inh	Nrf2 inh	IL2 activator	EPAC2 agonist	TGFb inhibitor	A549 tox	Nrf2 ARE act	HepG2 viability	S2 tox
COc1ccc(Br)c(OC)c1C(=O)NC(=O)Nc1c(F)cccc1F	0%	-10%	0.2	-4%	1%	-2%	0.2%	5%	i
CC(C)N1CCN(Cc2ccoc2)CC1CCO (stereo not drawn)	-5%	12%	-0.7	6%	-2%	2%	2.8%	-5%	i
CC(C)(O)c1cc2ccccc2c(=O)o1	2%	6%	-0.1	7%	-10%	4%	-0.8%	-23%	i
COc1ccc2cc3cc(C(=O)NCCc4ccc(OC)c(OC)c4)oc3nc2c1	?	?	-1.5	-1%	-19%	-4%	-0.7%	-27%	?
O=C(C(=O)N1CCCc2ccccc21)c1c[nH]c2ccccc12	8%	12%	-2.3	8%	-2%	-2%	2.4%	-11%	i
Cc1cccc(C(=O)NC(NCc2ccco2)C(Cl)(Cl)Cl)c1 (stereo not drawn)	19%	?	1.4	-39%[inhibitor][15.6 µM]	0%	-1%	1.9%	-70%	i
CN(CCCCCCCCCCN(C)C(=O)Oc1cccc([N+](C)(C)C)c1)C(=O)Oc1cccc([N+](C)(C)C)c1	6%	-12%	0.0	2%	5%	-3%	-0.1%	-4%	i
CC(C)NC(=O)NC(=O)COC(=O)c1cc(S(=O)(=O)N2CCCCC2)ccc1N1CCOCC1	-2%	-12%	-2.8	4%	-12%	2%	-0.1%	0%	i
COC1CCCCC1Nc1cccc(SC)c1 (stereo not drawn)	21%	4%	0.3	-7%	-4%	-7%	-0.4%	-8%	i
CC(CCc1ccccc1)NC(=O)C1CCN(S(=O)(=O)N2CCOCC2)CC1 (stereo not drawn)	6%	-1%	-2.7	1%	13%	-3%	-0.3%	-14%	i
CCCCCCC(=O)N/N=C/c1ccco1	9%	5%	1.1	-2%	6%	-1%	11%	-5%	i
CCOc1ccc2nc(NC(=O)CN3C(=O)C4CCCCC4C3=O)sc2c1 (stereo not drawn)	8%	9%	-2.2	2%	2%	2%	2.8%	2%	i
CCn1c(SCc2ccccc2)nnc1-c1nonc1NC(C)=O	-12%	1%	nt	nt	-9%	10%	0.3%	-19%	i
CCOC(=O)C1=CCN(S(=O)(=O)c2ccccc2F)C1c1ccc(F)cc1 (stereo not drawn)	-11%	nt	-0.3	19%	?	nt	5.4%	-20%	i
CCOc1ccccc1NC(=O)C(C)Sc1nc(-c2ccccc2)c(C#N)c(=O)[nH]1 (stereo not drawn)	-10%	9%	nt	nt	-12%	4%	0.7%	-13%	?

Complete entries as entered above. Order of values: ATXN2 expr inh | Nrf2 inh | IL2 activator | EPAC2 agonist | TGFb inhibitor | A549 tox | Nrf2 ARE act | HepG2 viability | S2 tox
`CCOc1ccc2nc(NC(=O)CN3C(=O)C4CCCCC4C3=O)sc2c1` (stereo not drawn) across the screens: 8% | 9% | -2.2 | 2% | 2% | 2% | 2.8% | 2% | i
`COC1CCCCC1Nc1cccc(SC)c1` (stereo not drawn) across the screens: 21% | 4% | 0.3 | -7% | -4% | -7% | -0.4% | -8% | i
`CCn1c(SCc2ccccc2)nnc1-c1nonc1NC(C)=O` across the screens: -12% | 1% | nt | nt | -9% | 10% | 0.3% | -19% | i

New compounds follow
SMILES	ATXN2 expr inh	Nrf2 inh	IL2 activator	EPAC2 agonist	TGFb inhibitor	A549 tox	Nrf2 ARE act	HepG2 viability	S2 tox
CCN1CCN(C(=O)C2CC(=O)N(c3ccc(Cl)cc3)C2)CC1 (stereo not drawn)	-8%	-13%	-0.3	7%	0%	5%	-0.3%	-1%	i
CCOc1ccc(N2CC(C(=O)Nc3cc(Cl)ccc3-n3cncn3)CC2=O)cc1 (stereo not drawn)	2%	8%	-3.8	4%	8%	-1%	0.0%	-1%	i
Cc1ccc(S(=O)(=O)Nc2nc3n(n2)C(c2ccccc2Cl)C=C(c2ccccc2)N3)cc1 (stereo not drawn)	-12%	-29%	nt	nt	?	6%	0.7%	-10%	nt
O=C(CS(=O)(=O)c1cccc(C(F)(F)F)c1)Nc1ccccc1Cl	1%	-1%	-0.6	0%	-11%	-2%	0.2%	-25%	i
Cc1ccc(NC(=O)CN(C)C(=O)c2cccc(S(=O)(=O)N3CCc4ccccc43)c2)cc1	nt	?	-0.7	6%	?	-2%	3.7%	-22%	i
N#C/C(=C/c1ccc(O)cc1)C(=O)NCc1ccc(Cl)cc1	-18%	?	1.3	10%	-22%	1%	0.0%	-33%	i
CCOc1ccc(CN(CCO)CCO)cc1[N+](=O)[O-]	7%	11%	1.6	-1%	-3%	3%	-0.8%	2%	i
O=C(Nc1ccc(-c2nc3ncccc3o2)cc1)c1ccco1	23%	16%	-0.1	8%	7%	-8%	5.7%	-12%	i
COc1c(N2CCNC(C)C2)c(F)cc2c(=O)c(C(=O)O)cn(C3CC3)c12 (stereo not drawn)	-19%&1%	nt	nt	nt	-10%	nt	nt	4%	i
COc1ccc(NC(=O)CCC(=O)c2cccs2)cc1S(=O)(=O)Nc1ccccc1Cl	3%	-29%	0.0	2%	-6%	-2%	-0.3%	2%	i
Cc1ccccc1S(=O)Cc1ccc(C(=O)NCCCN2CCCCC2)o1 (stereo not drawn)	24%	4%	-3.0	-7%	11%	-6%	-0.9%	-3%	i
COc1ccc(N(CC(=O)NCC2CCCO2)C(=O)CCC(=O)Nc2nccs2)cc1 (stereo not drawn)	-5%	3%	1.1	15%	10%	0%	0.3%	-1%	i
CCCCn1c(=N)c(C(=O)NC2CCCCC2)cc2c(=O)n3cccc(C)c3nc21	-8%	10%	nt	nt	-1%	-1%	-0.5%	-4%	i
CCCCN(CC)CCCNC(=O)C1CCCN(c2ncnc3c2nc2n3CCCCC2)C1 (stereo not drawn)	-5%	?	nt	nt	-4%	9%	0.2%	-40%	i
COC(=O)/C(C#N)=C/c1c(Oc2cc(C)cc(C)c2)nc2ccccn2c1=O	9%	1%	0.5	-9%	0%	-1%	-0.5%	-21%	i
COc1ccc(CCNc2ccc(C(CC(N)=O)NC(=O)Cc3ccc(Br)cc3)cc2[N+](=O)[O-])cc1 (stereo not drawn)	-3%	-13%	-1.1	4%	-3%	-10%	-1.1%	4%	i
CC(C)C[C@H](NC(=O)c1[nH]cnc1C(=O)N[C@@H](Cc1ccccc1)C(=O)OC(C)(C)C)C(=O)OCc1ccccc1	-31%	?	-0.7	-2%	?	?	6.5%	-6%	?
CC(=O)Nc1ccc(-c2csc(Nc3ncccn3)n2)cc1	nt	?	2.9	0%	-15%	1%	3.1%	-7%	?
O=C(O)c1cccc(S(=O)(=O)Nc2cccc(S(=O)(=O)N3CCCCCC3)c2)c1	0%	5%	-0.2	5%	-5%	9%	-0.4%	-3%	i
COc1ccccc1-c1csc(C(O)c2ccc(F)cc2)n1 (stereo not drawn)	2%	nt	0.1	11%	4%	nt	0.7%	-36%	i
COc1ccc(C)cc1NC(=O)COC(=O)Cc1c[nH]c2ccccc12	nt	nt	-2.0	11%	-6%	nt	-0.2%	0%	?
O=C(NCc1ccccc1)C1=C[C@H](C2CCCCC2)C[C@H](OCCCCO)O1	-7%	6%	2.0	7%	?	-1%	5.9%	-16%	i
CN1CCN(C(=O)CCN2C(=O)/C(=C\c3ccc(F)cc3)SC2=S)CC1	?	?	-0.5	0%	?	?	?	-44%	nt
Cc1ccc(NC(=O)CCC(=O)NNC(=O)CCc2ccccc2)c(C)c1	-10%	-8%	0.8	5%	-4%	1%	-0.7%	-4%	i
N#Cc1ccc(COC(=O)CN2C(=O)NC3(CCCC3)C2=O)cc1	3%	-27%	-0.3	-2%	-7%	-3%	-1.1%	-3%	i
O=S(=O)(Cc1ccccc1Cl)N1CCN(Cc2ccc3c(c2)OCO3)CC1	3%	8%	0.0	8%	-17%	0%	-0.8%	-37%	i
CN(C)CCCN(Cc1ccccc1)C(=S)Nc1ccc(OC(F)F)cc1	-12%	-2%	2.1	8%	?	7%	2.6%[9.22 µM]	-34%	i
CC(C)NC(=O)C(=O)Nc1ccc2c(c1)N(S(=O)(=O)c1cccs1)CCC2	1%	-30%	0.6	2%	-7%	5%	0.7%	-19%	i
CCN1C(=O)/C(=C\N(C(C)=O)c2ccccc2)OC1=S	8%	-25%	-0.3	13%	-12%	-22%	?	-33%	i
COc1ccc(C2C(C#N)=C(N)Oc3c2sc2nc(C)cc(C)c32)cc1 (stereo not drawn)	9%	-21%	19	4%	5%	-14%	14%	-5%	?
C=CCNC(=S)N/N=C/c1ccc(N(CC)Cc2ccccc2)cc1	-15%	-20%	-0.4	8%	-17%	3%	2.5%	-3%	i
COc1ccc(OC)c(C(C)NC(=O)C23CC4CC(CC(C4)C2)C3)c1 (stereo not drawn)	-5%	-6%	-0.4	7%	-13%	13%	2.7%	-9%	i
Cc1ccc(NC(=S)NCCC(c2ccccc2)c2ccccc2)c(C)c1	-9%	?	-2.8	7%	?	1%	2.2%	-16%	i
CC(=O)Nc1ccc(/C=N\NC(=O)CNS(=O)(=O)c2ccc([N+](=O)[O-])cc2)cc1	-1%	6%	0.0	6%	5%	-3%	-0.3%	-5%	i
CCOC(=O)c1ccc(NC(=O)c2ccco2)cc1	nt	?	0.0	1%	6%	0%	4.7%	-6%	i
CN1CC(=O)Nc2ccccc2C1=O	nt	1%	-2.4	-1%	4%	9%	0.3%	8%	i
CCCS(=O)(=O)Nc1cc(-c2cn3cccc(C)c3n2)ccc1C	37%	1%	nt	nt	-14%	3%	9.0%	-10%	i
CCSc1nnc2c(n1)OC(c1ccc(OC)cc1OC)N(C(C)=O)c1ccccc1-2 (stereo not drawn)	16%	-29%	nt	nt	-6%	-14%	1.2%	0%	i

High-throughput results (PubChem)

An unsorted share of the library. Share with any hit: about 4.3%.
